Screening data: PubChem BioAssay, Southern Research Specialized Biocontainment Screening Center
PhoP GFP inhibition: PhoP regulon inhibitors, Salmonella typhi PhoP promoter GFP reporter, confirmatory (AID 1850). Salmonella Typhi PhoP-promoter GFP reporter, fluorescence, 4 h; higher % means a stronger effect. inhibition, % at 50 µM, or IC50 in µM where a hit was titrated. 310,000 compounds, 0.33% hits; in the data active = a potency from the dose series; inconclusive = inhibition mostly from about 25% at the one dose, without a potency; inactive = the rest, 99 in 100 with inhibition below about 19%;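 note: 0% = induced wells with vehicle and 100% = uninduced wells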
H1N1 NS1A inhibition: H1N1 influenza NS1A inhibitors, functional cell based assay (AID 504329) | NS1A functional cell-based assay, percent inhibition; higher % means a stronger effect | inhibition, % at 12.5 µM; hits with a dose series show IC50 in µM | 340,000 compounds, 0.3% hits; in the data active = a potency from the dose series; inconclusive = inhibition above about 27% without an active follow-up result; note: strong numbers were not always called active
tuberculosis growth: growth inhibition of non-replicating M. tuberculosis (AID 488890) | Mycobacterium tuberculosis non-replicating, growth inhibition; higher % means a stronger effect | 320,000 compounds, 0.39% hits | one-dose inhibition, % at 25 µM; IC50 in µM for titrated hits; in the data active = a potency from the dose series; inconclusive = inhibition mostly from about 82% at the one dose, without a potency; inactive = the rest, 99 in 100 with inhibition below about 76%;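 note: plate controls were DMSO cells for no effect and high antibiotic wells for full effect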
M. tuberculosis HTS: M. tuberculosis growth inhibition, HTS (AID 449762); M. tuberculosis H37Rv growth inhibition, 7H9 media; higher % means a stronger effect; inhibition, % at 25 µM, or IC50 in µM where a hit was titrated; 330,000 compounds, 0.59% hits; in the data active = a potency from the dose series; inconclusive = inhibition above about 70% without an active follow-up result;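 note: bacterial growth assessed after seven days of incubation; strong numbers were not always called active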
inhibitors of VEEV: inhibitors of VEEV TC-83 cytopathic effect, confirmation, Vero cells (AID 588727) | Vero cells, VEEV TC-83 cytopathic effect inhibition; higher % means a stronger effect | inhibition, % at 20 µM; hits with a dose series show IC50 in µM | 350,000 compounds, 0.13% hits; in the data active = a potency from the dose series; inconclusive = inhibition mostly from about 14% at the one dose, without a potency; inactive = the rest, 99 in 100 with inhibition below about 12%; note: strong numbers were not always called active
inhibitors of VEEV 10K pilot screen: recorded beside inhibitors of VEEV, whose call it bears; inhibition, %; measured here: 10K pilot screen inhibition
Active calls of the source: *; i = inactive; ? = inconclusive; nt = no result given. Compounds were not picked by outcome, and some 1.5% of all compounds hit somewhere here.

SMILES	PhoP GFP inhibition	H1N1 NS1A inhibition	tuberculosis growth	M. tuberculosis HTS	inhibitors of VEEV	others
CCN1CCN(CCCNC(=O)CNC(=O)c2nn(-c3ccc(OC)cc3OC)c(=O)c3ccccc23)CC1	-19%	-6%	-12%	-4%	0.9%
O=C(Nc1ccc(OC(F)F)cc1)Nc1cccc(C(F)(F)F)c1	6%	7%	60%	?	i
COc1ccc(CCNC(=O)c2cc(-c3ccccc3O)n[nH]2)cc1OC	2%	6%	-2%	7%	5.3%
CC(C)(C)c1ccc(NC(=O)COc2ccc(-n3ccnc3)cc2)cc1	4%	-7%	i	?	5.9%
Cc1nn(C(=O)c2nn(C)cc2[N+](=O)[O-])c(C)c1Br	-8%	-3%	0%	0%	1.3%
OC1CNCc2cc3c(cc21)OCCO3 (stereo unspecified)	36%	nt	13%	-9%	nt
COc1ccc(NS(=O)(=O)c2cc(NC(=O)c3ccc(=O)[nH]n3)ccc2C)cc1	nt	-6%	0%	-8%	7.1%
CCOc1ccc(NC(=O)CSc2nnc(C(C)C)n2CC)cc1	2%	1%	nt	10%	0.5%
Cc1ccc(NC(=O)CC2=NC(=O)C(CC(=O)Nc3ccccc3C)S2)cc1 (stereo unspecified)	-9%	0%	0%	8%	10%
COc1ccccc1C1/C(=C(\O)c2ccc3c(c2)OCCO3)C(=O)C(=O)N1Cc1cccnc1 (stereo unspecified)	-3%	15%	8%	7%	1.7%
CC1Cc2cc(S(=O)(=O)N3CCC(C(=O)N4CCCCC4)CC3)ccc2N1C(=O)C1CC1 (stereo unspecified)	10%	-2%	-2%	-3%	i
COC(=O)c1cc(=O)n2c(-c3ccccc3)csc2n1	3%	6%	-9%	-6%	i
CN(C)c1ccc(-c2noc(C3CCN(S(=O)(=O)c4ccc(C(=O)O)cc4)CC3)n2)cc1	-9%	2%	nt	nt	4.7%
Oc1cc(NCCc2cccnc2)cc2cccnc12	nt	6.6µM*	-6%	12%	11%
O=S(=O)(Nc1ccc(NS(=O)(=O)c2ccccc2)c(Cl)c1)c1ccccc1	nt	5%	nt	nt	4.0%
Cc1ccc2ccccc2c1NC(=O)c1ccco1	0%	-8%	-5%	-1%	0.0%
COc1ccc(-c2c(C)c3cc(O)ccc3oc2=O)cc1OC	-23%	11%	2%	10%	2.9%
C(=N\N1CCN(Cc2cccc3ccccc23)CC1)/c1ccco1	-5%	8%	16%	1%	i
C[C@H](CO)N1C[C@H](C)[C@@H](CN(C)Cc2ccccc2)Oc2c(NC(=O)c3ccncc3)cccc2C1=O	nt	-1%	11%	0%	2.7%
Oc1ccc(N=Nc2nccs2)c(O)c1	-10%	11µM*	?	50%	11%
O=C(Nc1cccc(S(=O)(=O)N2CCCCC2)c1)c1ccc(OCC2CCCO2)cc1 (stereo unspecified)	-2%	2%	23%	1%	1.6%
Cc1ccc(NC(=O)c2cc3c(CO)cnc(C)c3oc2=Nc2cccc(C(N)=O)c2)cc1	-5%	-21%	-13%	12%	i
CC(C)Oc1ccc(C(=O)Nc2ccccc2N2CCOCC2)cc1	-5%	-1%	27%	16%	i
CC1CCCC(NC(=O)Cn2c(Cl)nc3c2c(=O)n(C)c(=O)n3C)C1C (stereo unspecified)	nt	-2%	3%	-7%	1.9%
COc1ccccc1CNC(=O)C1CCN(S(=O)(=O)N2CC(C)CC(C)C2)CC1 (stereo unspecified)	-8%	-8%	23%	-3%	0.1%
O=C(N/N=C/c1sc(N2CCCCC2)nc1-c1cccs1)c1cccnc1	-20%	-4%	-6%	6%	i
Cc1ccccc1-c1noc(CCC(=O)NCCc2ccccc2)n1	-8%	-1%	27%	-15%	0.5%
C#CCOC(=O)Nc1ccc(=O)n(Cc2c(Cl)cccc2Cl)c1	1%	12%	21%	-10%	1.1%
COc1cc(CN2CCC(C(=O)NC3CCCC3)CC2)ccc1O	-3%	-4%	4%	-5%	i
CCN1C(=O)[C@@H]2[C@H](C1=O)[C@@H]1C(=O)Nc3ccccc3C(=O)N1[C@@H]2c1ccccc1	-4%	-2%	-7%	-9%	0.2%
CCOc1ccc2nc(NC(=O)C3CCN(C(=O)c4ccco4)CC3)sc2c1	6%	6%	23%	3%	3.0%
CC(C)Cc1cc(C(=O)N2CCC(N3CCC(C(=O)NC4CC4)CC3)CC2)n[nH]1	4%	-15%	-7%	-5%	1.1%
Clc1cccc(Oc2cnc3ccccc3n2)c1	3%	-13%	27%	9%	0.2%
Cc1ccc([N+](=O)[O-])cc1S(=O)(=O)Nc1cccc(-c2ccc(N3CCCC3)nn2)c1	3%	-12%	20%	7%	9.5%
O=C(NCCN1CCOCC1)c1cc2cc(Br)ccc2oc1=O	2%	-6%	-9%	-6%	2.8%
CCn1cc(CN2CCCC(C(=O)c3ccc(-c4ccccc4)cc3)C2)cn1 (stereo unspecified)	1%	nt	37%	53%	2.1%

Quoted from above for reference:
SMILES	PhoP GFP inhibition	H1N1 NS1A inhibition	tuberculosis growth	M. tuberculosis HTS	inhibitors of VEEV	others
Oc1ccc(N=Nc2nccs2)c(O)c1	-10%	11µM*	?	50%	11%
O=C(Nc1cccc(S(=O)(=O)N2CCCCC2)c1)c1ccc(OCC2CCCO2)cc1 (stereo unspecified)	-2%	2%	23%	1%	1.6%
Cc1ccc(NC(=O)c2cc3c(CO)cnc(C)c3oc2=Nc2cccc(C(N)=O)c2)cc1	-5%	-21%	-13%	12%	i
CC(C)Oc1ccc(C(=O)Nc2ccccc2N2CCOCC2)cc1	-5%	-1%	27%	16%	i
CC1CCCC(NC(=O)Cn2c(Cl)nc3c2c(=O)n(C)c(=O)n3C)C1C (stereo unspecified)	nt	-2%	3%	-7%	1.9%
COc1ccccc1CNC(=O)C1CCN(S(=O)(=O)N2CC(C)CC(C)C2)CC1 (stereo unspecified)	-8%	-8%	23%	-3%	0.1%
O=C(N/N=C/c1sc(N2CCCCC2)nc1-c1cccs1)c1cccnc1	-20%	-4%	-6%	6%	i
Cc1ccccc1-c1noc(CCC(=O)NCCc2ccccc2)n1	-8%	-1%	27%	-15%	0.5%
C#CCOC(=O)Nc1ccc(=O)n(Cc2c(Cl)cccc2Cl)c1	1%	12%	21%	-10%	1.1%
COc1cc(CN2CCC(C(=O)NC3CCCC3)CC2)ccc1O	-3%	-4%	4%	-5%	i
CCN1C(=O)[C@@H]2[C@H](C1=O)[C@@H]1C(=O)Nc3ccccc3C(=O)N1[C@@H]2c1ccccc1	-4%	-2%	-7%	-9%	0.2%
CCOc1ccc2nc(NC(=O)C3CCN(C(=O)c4ccco4)CC3)sc2c1	6%	6%	23%	3%	3.0%
CC(C)Cc1cc(C(=O)N2CCC(N3CCC(C(=O)NC4CC4)CC3)CC2)n[nH]1	4%	-15%	-7%	-5%	1.1%
Clc1cccc(Oc2cnc3ccccc3n2)c1	3%	-13%	27%	9%	0.2%

Other results follow:
SMILES	PhoP GFP inhibition	H1N1 NS1A inhibition	tuberculosis growth	M. tuberculosis HTS	inhibitors of VEEV	others
O=C(O)c1ccc2c(=O)n3c(nc2c1)/C(=C/c1cccc(Cl)c1Cl)CC3	-2%	4%	2%	11%	1.6%
CC(C)(C)NS(=O)(=O)c1ccc(NS(=O)(=O)c2ccc(F)cc2)cc1	8%	-5%	9%	-5%	1.0%
COC(=O)c1ccc(COc2ccc(/C=N/NC(=O)C(=O)Nc3ccc(OC)cc3)cc2OC)o1	-7%	nt	-5%	3%	1.3%
CCCN(CC(=O)Nc1ccccc1C)C(=O)c1cn2ccccc2n1	nt	3%	6%	-8%	0.3%
Cc1cccc(NC(=O)NCCN2CCCCC2)c1	-7%	-22%	-12%	3%	i
O=C(c1ccc(N2CCOCC2)c([N+](=O)[O-])c1)N1CCCC(C(F)(F)F)C1 (stereo unspecified)	-2%	-5%	-7%	-4%	1.4%
COc1ccc(/C=C2\N=C(SC)NC2=O)cc1	2%	10%	5%	-7%	0.6%
COc1ccc(C(=O)N[C@H](C(=O)NCCc2ccc3c(c2)OCCO3)C(C)C)cc1	nt	-16%	48%	5%	0.7%
CC(C)(C)c1ccc(OCCC(=O)OCC(=O)NC2CC2)cc1	nt	-3%	i	-5%	2.3%
Cc1cc([N+](=O)[O-])ccc1NCc1ccccc1	-6%	-3%	8%	4%	i
CC(C)(C)C(=O)NC1CC2CCCC(C1)N2C(=O)Nc1ccccc1Cl (stereo unspecified)	7%	0%	4%	4%	0.1%
Cc1cccc(CN2C(=O)N/C(=C/c3cc(C)n(-c4cc(C)ccn4)c3C)C2=O)c1	-12%	6%	75%	-6%	3.4%
CCCC(=O)Nc1ccc2oc(=O)ccc2c1	18%	-3%	-5%	49%	1.3%
CCCOc1ccc(C2C(C(=O)c3cc4ccccc4o3)=C(O)C(=O)N2c2cc(C)on2)cc1 (stereo unspecified)	-8%	5%	38%	-4%	i
Cc1ccc(S(=O)(=O)Oc2ccc(/C=C(/NC(=O)c3ccccc3)C(=O)Nc3ccccc3)cc2)cc1	-4%	0%	-2%	4%	9.1%
Cc1nnc(NC(=O)CCn2c(=O)oc3ccccc32)s1	-6%	-6%	-3%	1%	2.2%
COc1ccc(C(=O)c2cnc[nH]2)cc1	-5%	nt	2%	0%	0.5%
O=C(CSc1nnc(CNc2ccc(Cl)cc2)o1)Nc1nc2ccccc2s1	6%	-4%	4%	4%	i
O=C(Nc1nc(-c2ccccc2)cs1)c1ccc(N2CCOCC2)c([N+](=O)[O-])c1	-4%	8%	-14%	0%	8.6%
CCN(CC)C(=O)[C@H]1CC(CC(=O)NCCCN(C)C)C(=O)N2CCc3c([nH]c4ccccc34)[C@]12C (stereo partly specified)	nt	-8%	-12%	-1%	0.1%
CC(C)(C)n1cc(C(=O)c2ccccc2)cc1-c1ccccc1	-5%	-1%	-2%	7%	0.5%
Cc1cccn2c(=O)c3cc(C#N)c(=O)n(Cc4cccnc4)c3nc12	nt	-10%	nt	nt	3.1%
O=C(NNS(=O)(=O)c1ccccc1[N+](=O)[O-])c1cccc(Br)c1	-8%	-4%	45%	-7%	0.1%
COc1ccc(C(=O)Nc2nnc(CCS(=O)(=O)c3ccc(C)cc3)s2)cc1	-9%	-8%	6%	-4%	1.8%
CCCn1c(N)c(C(=O)CN(C)CC(=O)Nc2cc(C)ccc2C)c(=O)[nH]c1=O	nt	0%	nt	nt	2.6%
OCCN(CCO)CC(O)COc1ccc(C23CC4CC(CC(C4)C2)C3)cc1 (stereo unspecified)	-4%	0%	48%	12%	1.6%
CCOC(=O)C1CCN(C(=O)CCc2c(C)nc3cc(-c4ccc(OC)cc4OC)nn3c2C)CC1	-4%	-66%	-7%	31%	0.9%
COc1ccccc1CN(C(=O)CCl)C(C(=O)NC1CCCCC1)c1ccncc1 (stereo unspecified)	-18%	2%	65%	7%	1.0%	inhibitors of VEEV 10K pilot screen=0.1
COc1ccc(CCNC(=O)C2CCN(S(=O)(=O)N3CCOCC3)CC2)cc1OC	5%	8%	2%	-3%	i
O=C(NCc1ccc(N2CCCC2=O)cc1)c1cn(Cc2ccccc2)nn1	6%	15%	5%	-7%	2.2%
Cc1ccnc(NS(=O)(=O)c2ccc(NC(=O)c3cc(-c4ccccc4)nc4ccccc34)cc2)n1	-2%	2%	20%	-12%	1.8%
CCOc1ccccc1NC(=S)Nn1cnnc1	-6%	9%	73%	-10%	5.9%
COc1ccc2c(=O)c(C(=O)NCCc3ccccc3)c[nH]c2c1	3%	-4%	30%	52%	2.7%
NS(=O)(=O)c1cccc(NC(=O)CN2CCC(Cc3ccccc3)CC2)c1	-1%	0%	5%	-12%	0.2%
O=[N+]([O-])c1cc(C(F)(F)F)ccc1N1CCN(CCO)CC1	1%	-11%	21%	6%	0.2%
COCCNC(=O)c1cc(-c2ccccc2)nn1Cc1cc(C)no1	nt	6%	3%	-4%	0.0%
CN1CCCN(Cc2cccc3ccccc23)CC1	2%	2%	14%	-1%	i
O=C(CN1N=C(c2ccccc2)CCC1=O)NCc1ccccc1	18%	-2%	15%	-2%	0.1%
CCn1c(=O)[nH]c2cc(C(=O)Nc3cc(C)cc(C)c3)ccc2c1=O	-5%	1%	-14%	11%	12%
COC(=O)c1ccc(C2C(C#N)=C(N)Oc3cc(N)ccc32)cc1 (stereo unspecified)	5%	3%	36%	1%	1.4%
CCCN1CCCC(C(=O)c2cc(C)c(OC)c(C)c2)C1 (stereo unspecified)	-4%	5%	-13%	-1%	i
CCOC(=O)C1CCN(C(=O)Nc2c(-c3ccccc3)noc2C)CC1	10%	1%	3%	-11%	6.9%
